# Bioassay records (PubChem BioAssay)
# A350 fluor: compound fluoresces in the Alexa 350 spectral region; Compound autofluorescence, 340/450 nm, Alexa 350 dye-equivalents; hits give high values; max dye-equivalent concentration, M; 59,000 compounds, 11% hits; in the data active = max dye-equivalent concentration above about 10 nM; inconclusive = mostly about 1.1 nM to 9.6 nM
# BRCT inh green: BRCA1 BRCT-phosphoprotein interaction inhibition. P38398. BRCA1 BRCT-phosphopeptide binding, green fluorescence polarization. Potency, µM (doses to about 76.9 µM), inactives show at the highest dose activity change, negative = inhibition, actives largely listed as inhibitors. 75,000 compounds, 0.05% hits. AID 875;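 also: potency is read from the fitted curve at half-maximal effect; plate controls were peptide without protein for full effect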
#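 Fluorescence polarization: His-tagged BRCT (~35 kDa BRCA1 C-terminus, 250 nM) bound to 100 nM fluorescein-labeled phosphorylated 10-aa BACH1 peptide, pH 7.3 phosphate buffer with DTT and Tween 20. Compounds incubated 12 min at room temperature; inhibition read as lowered polarization.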
# USP2a inh: inhibitors of human ubiquitin-specific protease USP2a. O75604. USP2a enzymatic assay, qHTS inhibition. Potency, µM (titrated, usually from 38.3 µM), without a hit: at the highest dose activity change, negative = inhibition, usual class: inhibitors. 60,000 compounds, 0.1% hits. AID 927;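 also: potency is read from the fitted curve at half-maximal effect; nearly all actives have a fitted effect of over 60% in size; plate controls were DMSO for no effect and NEM full inhibition control for full effect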
#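 Coupled readout: USP2-cleaved Ub-PLA2 (20nM final) turns over NBD C6-HPC (20uM final), Ex 460nm/Em 535nm after 2.5 h, time-zero read flagging artifacts. Enzyme (20nM final, pH 8.0 Tris) given 30 min RT with compound first; NEM defines full inhibition.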
# Caspase-1 inhib: blocks human caspase-1 allosterically or competitively. P29466. Caspase-1 enzyme, Ac-WEHD-AFC fluorogenic rate. Potency, µM (highest dose often 57.5 µM), without a hit: at the top dose activity change, negative = inhibition, actives largely listed as inhibitors. 75,000 compounds, 0.03% hits. AID 900;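 also: potency is read from the fitted curve at half-maximal effect; plate controls were vehicle for no effect and no substrate for full effect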
# HEK293 cAMP cs: raises cAMP in parental HEK293 cells, TSHR agonist counter-screen; AID 938; 73,000 compounds, 2.5% hits; parental HEK293 CNG cAMP sensor, membrane potential fluorescence; Potency, µM (highest dose often 57.1 µM), for the others: at the highest dose activation, hits mostly activators; also: potency is read from the fitted curve at half-maximal effect; % of control where 0% means no effect; nearly all actives have a fitted effect of over 55% in size
#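 Parental HEK 293 cells stably expressing a modified CNG channel (no TSHR) report cAMP rise as membrane depolarization. Membrane potential dye with 100 uM RO 20-1724 was loaded for 60 min at room temperature, then compound added for 30 min; fluorescence read at 590 nm.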
# ERK AVP inh: inhibitors of vasopressin-stimulated ERK signaling pathway | 72,000 compounds, 0.99% hits | Potency, µM (doses to about 57.5 µM), without a hit: at the highest dose activity, negative = inhibition, usual class: inhibitors | AID 995 | HEK293-V1b, vasopressin-stimulated pERK AlphaScreen; also: potency is read from the fitted curve at half-maximal effect; % is scaled to controls: 0 for no effect and ±100 for the full control effect; nearly all actives have a fitted effect of over 55% in size
#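 Overnight-seeded V1b-HEK293 cells in 1% FBS got compound, then vasopressin (25 nM final, 5 min, 37C), then lysis buffer. AlphaScreen detection of phospho-ERK; activity normalized to basal and full-stimulation controls.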
# CRE Fsk mod: CRE-bla signaling modulation under forskolin stimulation | Potency, µM (series often up to 38.2 µM), for the others: at the top dose activity change, negative = inhibition, actives largely listed as activators | CHO CRE-bla reporter (cAMP response element driving beta-lactamase), forskolin EC10, beta-lactamase ratio | 71,000 compounds, 2.5% hits; active = well fitted activation curve with a large enough effect in the signal ratio, with a control signal flat, not every such curve was filed as active; inconclusive = small, poorly fitted or top-dose-only effect, or effect the other way, or a change in a side signal; the % refers to the signal ratio; also: potency is read from the fitted curve at half-maximal effect; % of control where 0% means no effect
#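 Modulation of forskolin-driven signalling is measured in CHO cells carrying a CRE-controlled beta-lactamase reporter. Cells are stimulated with EC10 NKH 477 in the presence of titrated compound for 3 h at 37 °C, then loaded with CCF4 for 2 h at room temperature.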
# Casp7 inh: allosteric or competitive inhibitors of human caspase-7 | P55210 | recombinant caspase-7, Ac-DEVD-AFC fluorescence rate | Potency, µM (series often up to 57.5 µM), inactives show at the highest dose activity change, negative = inhibition, usual class: inhibitors | 75,000 compounds, 0.02% hits; active = well fitted inhibition curve with a large enough effect in the main read-out, with a control signal flat, not every such curve was filed as active; inconclusive = small, poorly fitted or top-dose-only effect, or a change in a side signal; also: potency is read from the fitted curve at half-maximal effect; % of control where 0% means no effect
# Tau fil binding: tau filament binding. 71,000 compounds, 2% hits. Potency, µM (titrated, usually from 57.1 µM), for the others: top-dose activity change, negative = inhibition. P10636. recombinant tau filaments, thioflavin S fluorescence, 15 h; filaments grown with octadecylsulfate alongside compound. AID 596;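 also: potency is read from the fitted curve at half-maximal effect; % is scaled to controls: 0 for no effect and ±100 for the full control effect; actives lower thioflavin S fluorescence by blocking filaments or displacing dye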
#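 Assay mix: 1 uM His-tagged tau, 30 uM sodium octadecylsulfate, thioflavine S dye in HEPES/NaCl/DTT buffer. Compound is added prior to the inducer. Fluorescence after 15 h at 37 C.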
# BRCT inh red: disrupts BRCA1 BRCT binding to phosphoprotein, red fluorophore readout | AID 892 | 75,000 compounds, 0.03% hits | P38398 | BRCT-phosphopeptide binding, red fluorescence polarization | Potency, µM (top dose mostly 76.9 µM), for the others: at the top dose activity change, negative = inhibition, usual class: inhibitors; also: % is scaled to controls: 0 for no effect and ±100 for the full control effect
#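 Rhodamine-labelled pBACH1 10-mer (100 nM) bound to BRCT domain (100 nM) at pH 7.3; compounds incubated 12 min room temperature, polarization read. Free peptide defines full inhibition; unlabelled decapeptide titrated as control.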
# Luciferase inh: inhibitors of firefly luciferase | purified firefly luciferase, luminescence, 8 min | Potency, µM (top dose mostly 57.1 µM), for inactives: top-dose activity change, negative = inhibition, most hits filed as inhibitors | 72,000 compounds, 2.2% hits | AID 411; also: potency is read from the fitted curve at half-maximal effect; % is scaled to controls: 0 for no effect and ±100 for the full control effect; nearly all actives have a fitted effect of over 40% in size
#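 Inhibition of light generation by firefly luciferase from ATP and luciferin was profiled with concentration-response curves per sample, ATP held at 10 uM within the enzyme's linear range. Plates were read by luminescence after an 8-minute ambient incubation.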
# * marks the source's active call; other numbers are inactive results; i = inactive; ? = inconclusive; . = not tested or not shown; [ ] = another dose, or the depositor's remark. Unless noted, calls follow the shape of the dose curve; as a rule, active = well fitted curve in the direction sought with a large enough effect; inconclusive = small, poorly fitted or top-dose-only effect, or another doubt; inactive = no such curve, though single readings can be large; an effect the other way counts as inactive or inconclusive.
# Value order: A350 fluor	BRCT inh green	USP2a inh	Caspase-1 inhib	HEK293 cAMP cs	ERK AVP inh	CRE Fsk mod	Casp7 inh	Tau fil binding	BRCT inh red	Luciferase inh
CC(=O)N1CC=CC1(C)C(=O)NCC1CC1 (stereo unspecified)
  .	-1.5%	.	-1%	2%	30%	-4%	-2%	2%	-0.2%	.
COC(=O)Nc1ccc2[nH]cc(CCNC(C)=O)c2c1
  .	-1.5%	.	1%	10%	4%	-9%	1%	-26%	-1.0%	-1%
Cc1c(OCc2nn[nH]n2)ccc2c(-c3ccccc3)cc(=O)oc12
  ?	1.3%	-1%	-2%	6%	-9%	-3%	-1%	12%	-2.6%	0%
COc1ccc(C2=CC(c3sccc3C)n3nnnc3N2)cc1 (stereo unspecified)
  ?	-1.6%	33%[activator]	?	21%	-17%	-9%	?	216%	0.3%	-3%
CCOC(=O)C(C)Oc1ccccc1C1NC(=O)NC(C)=C1C(=O)Nc1ccc(C)c(C)c1 (stereo unspecified)
  i	-1.0%	24%	1%	11%	12%	-6%	-3%	9%	0.0%	2%
CC12C(=O)N(c3ccccc3C(=O)O)C(=O)C1C1C=CC2C1 (stereo unspecified)
  i	-1.8%	0%	0%	19%	0%	-6%	-2%	2%	-0.4%	2%
Nc1nc(-c2ccco2)nn1C(=O)c1cccnc1
  i	-0.1%	3%	0%	2%	-4%	?	1%	2%	0.2%	0%
CNC(=O)C1(C)C=CCN1C(=O)c1ccccc1 (stereo unspecified)
  .	-1.0%	.	2%	9%	9%	0%	-1%	7%	-1.0%	.
Cc1cccc(N2CCN(c3cccc(C)c3)C2c2cccnc2)c1
  .	-2.0%	-26%	-4%	?	-20%	?	-3%	-22%	-1.6%	2%
O=C(Cn1nnc(-c2ccc(N3CCOCC3)cc2)n1)OC1CCCCC1
  i	-1.5%	31%[activator]	-3%	10%	1%	4%	-2%	14%	-0.3%	?
CCOCCCNC(=O)C(NC(=O)C1CCC(=O)N1)c1ccc(C)cc1 (stereo unspecified)
  i	-2.4%	7%	2%	-1%	13%	?	0%	1%	-2.2%	1%
CCC(C)NS(=O)(=O)c1ccc(S(=O)(=O)Nc2cc3c(cc2C(C)=O)OCO3)cc1 (stereo unspecified)
  ?	1.0%	7%	-4%	24%	13%	6%	-2%	-12%	-1.1%	2%
O=C(NCc1cccnc1)C1CC(=O)N(C2CCCCC2)C1 (stereo unspecified)
  i	-0.3%	1%	0%	?	2%	?	1%	-18%	-0.9%	-1%
CC(=O)OCC1OC(C#Cc2ccccc2Cl)C=CC1OC(C)=O (stereo unspecified)
  .	0.0%[15.4 µM]	.	0%[11.5 µM]	-1%[11.4 µM]	19%[11.5 µM]	.	0%[11.5 µM]	.	-0.7%[15.4 µM]	.
O=C(CCN1C(=O)c2ccccc2C1=O)N1CCN(c2ccccc2)CC1
  i	-2.7%	14%	0%	4%	-22%	-6%	1%	-8%	0.1%	1%
O=C(CSc1nc(-c2ccco2)cc(C(F)(F)F)n1)N1CCCc2ccccc21
  i	0.3%	-1%	1%	?	0%	1%	-1%	-3%	-1.5%	-1%
CCOc1ccc(N(CC(=O)Nc2ccc(OC)cc2)S(C)(=O)=O)cc1
  i	-0.3%	.	-1%	3%	9%	-1%	2%	-9%	-1.0%	-1%
CCOc1ncccc1C(=O)OCC(=O)c1c(N)n(C)c(=O)n(C)c1=O
  i	-2.3%	2%	2%	-4%	-6%	?	-1%	9%	-0.6%	1%
Cc1cc(C(=O)CSc2nc(N)cc(N)n2)c(C)n1CCc1ccc(F)cc1
  i	-2.1%	31%[activator]	-3%	?	13µM*	0%	0%	20%	0.3%	-2%
CC1Oc2ccccc2N(CC(=O)NCc2cccs2)C1=O (stereo unspecified)
  i	-2.6%	20%	-1%	21%	-12%	0%	0%	-3%	-4.4%	-4%
N#Cc1c(N)nc2c(c1-c1ccncc1)CCCCC2
  1e-07M*	1.2%	-11%	-3%	5%	-18%	?	-1%	3%	-0.5%	1%
COc1ccc(N2C(=O)c3ccccc3NC23CCCCC3)cc1
  .	0.1%	7%	-3%	24%	-9%	-1%	1%	13%	0.7%	-1%
CC1CCCC(C)N1C(=O)COC(=O)c1ccc2c(c1)OCO2 (stereo unspecified)
  i	0.6%	2%	1%	2%	2%	-4%	4%	0%	-0.1%	-2%
Cn1ccnc1SCc1cn2cc(Br)ccc2n1
  i	1.0%	3%	-1%	?	-28%	3%	-2%	-7%	-1.0%	16µM*
S=C=Nc1cccc(NC(=S)NCCCCNC(=S)Nc2cccc(N=C=S)c2)c1
  .	-6.2%	.	0%	0%	-13%	.	0%	.	0.0%	.
CCOc1ccccc1C(=O)Nc1cc(Cl)ccc1O
  i	-2.7%	13µM*	-4%	-33%[inhibitor]	10µM*	?	-5%	112%	1.2%	1%
O=C(c1ccc2c(=O)n(Cc3ccco3)c(=S)[nH]c2c1)N1CCN(c2ccccc2)CC1
  i	-1.4%	46%[activator]	-2%	27%	?	?	-5%	i	-0.3%	1%
O=C(Nc1nccs1)c1ccc2nccnc2c1
  i	-0.2%	0%	0%	13%	14%	0%	-6%	-13%	-2.5%	-19%
Cc1cccc(OCc2nnc(SCn3nnc4ccccc4c3=O)o2)c1
  i	-2.8%	5%	0%	25µM*	23%	-1%	-2%	-22%	-3.4%	-4%
O=C(Nc1nc2c(s1)CCCC2)Oc1ccccc1
  i	1.1%	3%	1%	16%	-18%	6%	0%	-11%	-0.2%	-19%

# As a working copy, some entries already given:
# Value order: A350 fluor	BRCT inh green	USP2a inh	Caspase-1 inhib	HEK293 cAMP cs	ERK AVP inh	CRE Fsk mod	Casp7 inh	Tau fil binding	BRCT inh red	Luciferase inh
CC(=O)N1CC=CC1(C)C(=O)NCC1CC1 (stereo unspecified)
  .	-1.5%	.	-1%	2%	30%	-4%	-2%	2%	-0.2%	.
COC(=O)Nc1ccc2[nH]cc(CCNC(C)=O)c2c1
  .	-1.5%	.	1%	10%	4%	-9%	1%	-26%	-1.0%	-1%

# Later entries
# Value order: A350 fluor	BRCT inh green	USP2a inh	Caspase-1 inhib	HEK293 cAMP cs	ERK AVP inh	CRE Fsk mod	Casp7 inh	Tau fil binding	BRCT inh red	Luciferase inh
COC(=O)/C=C1\NCCSC1=O
  i	0.2%	-1%	-2%	?	-13%	8%	-4%	-3%	1.1%	0%
C[C@H](C(=O)c1ccccc1)[C@@H](c1ccccc1)N1CCOCC1
  ?	-1.9%[15.4 µM]	.	1%[11.5 µM]	?	-7%[11.5 µM]	2%[7.6 µM]	0%[11.5 µM]	2%[11.4 µM]	-1.7%[15.4 µM]	3%[11.4 µM]
Cc1csc(NC(=O)CSc2nnc(-c3ccoc3C)n2CCc2ccccc2)n1
  i	-2.7%	29%	2%	?	-16%	?	-3%	-2%	-0.7%	1%
Cc1ccc(OCCC(=O)OCC(=O)C(C)(C)C)cc1
  i	-2.6%	6%	2%	12%	-1%	-12%	-1%	0%	-0.4%	0%
O=C(Cn1cnc2c(nnn2-c2ccc(F)cc2)c1=O)NCC1CCCO1 (stereo unspecified)
  i	0.2%	-4%	1%	6%[2.29 µM]	17%	?	-1%	7%	-1.8%	3%
COc1ccc(Cl)cc1N(CC(=O)N1CCN(Cc2ccccc2)CC1)S(C)(=O)=O
  .	-2.5%	19%	-1%	25%	18%	-3%	-1%	-4%	2.3%	1%
CC(C)(CNC(=O)C1CCCC1)CNC(=O)C1CCCC1
  i	0.0%	-9%	2%	8%	-4%	0%	0%	-3%	-0.3%	1%
Cc1onc(-c2ccccc2)c1C(=O)N1CCN(C(=O)c2ccco2)CC1
  i	-0.9%	3%	0%	?	-14%	-16%	0%	28%	-0.8%	4%
COc1ccc(S(=O)(=O)N2CCC(C(=O)NCc3cccc(OC)c3)CC2)cc1
  i	-2.4%	5%	-1%	19%	28%	-5%	-1%	-5%	-0.7%	2%
CCN(CC)S(=O)(=O)c1cc(C)c(C)cc1Br
  i	-1.5%	-3%	1%	?	2%	?	0%	-3%	-0.4%	0%
CN(C)c1ccc(/C=C/c2ccncc2)cc1
  i	11%	1%	?	4%	16%	?	-28%	-12%	1.6%	-16%
O=C(CSc1ncn(-c2ccccc2)n1)Nc1nc2c(s1)CCCC2
  i	-1.0%	45%[activator]	-2%	11%	?	?	-28%	-24%	-3.6%	0%
Cc1ccc2c(C)c(C(=O)Nc3c(C)n(C)n(-c4ccccc4)c3=O)oc2c1
  i	-1.1%	0%	-1%	20%	-15%	-11%	0%	-2%	-1.5%	-5%

# Hits appear at their usual frequency; 16% or so of the library scored in one or more.
